Source: PubChem
All columns: NCI-60 one-dose screen, growth in % after 48 h at 10 µM unless noted; 100 = growth as untreated, 0 = no growth, -100 = all killed.
CCRF-CEM: CCRF-CEM leukemia | actives 7% (n = 77,000)
RPMI-8226: RPMI-8226 leukemia cells; actives 7.5% (n = 77,000); AID 1794781
MOLT-4: MOLT-4 leukemia cells. actives 6.9% (n = 80,000)
MDA-MB-231: MDA-MB-231 breast cancer; actives 5% (n = 81,000)
MDA-MB-468: MDA-MB-468 breast cancer; actives 8.5% (n = 78,000); AID 2202374
MDA-MB-435: MDA-MB-435 melanoma. actives 7.8% (n = 82,000)
K-562: K-562 leukemia; actives 7.4% (n = 78,000)
SR: SR leukemia cells | actives 8.7% (n = 73,000) | AID 1794780
Starred values were filed as active, the others as inactive; & = joins results of further samples. Rule for the calls: active = growth percent below 10; inactive = the rest.

`O=C1Nc2ccccc2C2c3cccn3-c3ccccc3CN12` (stereo unspecified) gave RPMI-8226 55, MOLT-4 29, MDA-MB-231 39, MDA-MB-468 30, MDA-MB-435 -15*, K-562 12 and SR 19.
For O=[N+]([O-])c1c(Cl)sc(Cl)c1[N+](=O)[O-] the results were CCRF-CEM 50, RPMI-8226 68, MOLT-4 46, MDA-MB-231 101, MDA-MB-468 98, MDA-MB-435 105, K-562 46 and SR 31.
COCC(C)OC(=O)Cc1ccccc1 (stereo unspecified) was read as CCRF-CEM 107, RPMI-8226 109, MOLT-4 106, MDA-MB-231 120, MDA-MB-468 107, MDA-MB-435 108, K-562 101 and SR 106.
For CCOP(=O)(CCCP(=O)(OCC)OCC)OCC the results were CCRF-CEM 97, RPMI-8226 101, MOLT-4 96, MDA-MB-231 123, MDA-MB-468 105, MDA-MB-435 104 and K-562 94.
CC(Cl)(CCl)C(N)=O (stereo unspecified) was read as RPMI-8226 117, MOLT-4 111, MDA-MB-231 103, MDA-MB-468 104, MDA-MB-435 97, K-562 117 and SR 100.
`NC(=O)OCCc1ccccc1` gave RPMI-8226 116, MDA-MB-231 106, MDA-MB-468 105 and MDA-MB-435 128.
Screening Sc1c(Cl)c(Cl)c(Cl)c(Cl)c1Cl returned CCRF-CEM 104, RPMI-8226 96, MOLT-4 109, MDA-MB-231 103, MDA-MB-468 105, MDA-MB-435 110, K-562 94 and SR 108.
CCCCCCCCCCCCCCCC[n+]1ccccc1 was read as CCRF-CEM -44*, RPMI-8226 -42*, MOLT-4 -64*, MDA-MB-231 -33*, MDA-MB-468 -14*, MDA-MB-435 -81*, K-562 0.9* and SR -40*.
COC(=O)C12NC1(c1ccccc1C(F)(F)F)OC(=O)C2c1ccccc1 (stereo unspecified) was read as CCRF-CEM 103, RPMI-8226 100, MOLT-4 76, MDA-MB-231 104, MDA-MB-468 107, MDA-MB-435 102, K-562 84 and SR 97.
COC(=O)C(Br)C(C)Br (stereo unspecified) was read as RPMI-8226 102, MOLT-4 87, MDA-MB-231 107, MDA-MB-468 100, MDA-MB-435 107, K-562 94 and SR 83.
CCC1(C(C)C)C(=O)NC(=S)NC1=O was read as CCRF-CEM 97, RPMI-8226 99, MOLT-4 105, MDA-MB-231 114, MDA-MB-468 90, MDA-MB-435 101, K-562 107 and SR 104.
`CCC(/C=N/N=C(N)N)=N\N=C(N)N` gave CCRF-CEM 79, RPMI-8226 88, MOLT-4 101, MDA-MB-231 109, MDA-MB-468 86, MDA-MB-435 84, K-562 76 and SR 76.
Screening CC12CCC(=O)C=C1CCC1C2CCC2(C)C(C(=O)COC(=O)Cc3ccc(N(CCCl)CCCl)cc3)CCC12 (stereo unspecified) returned CCRF-CEM 27, RPMI-8226 46, MOLT-4 49, MDA-MB-231 108, MDA-MB-468 64, MDA-MB-435 96, K-562 77 and SR -2.5*.
Screening CCOc1cc(CN(CCCl)CCCl)cc(OCC)c1OCC returned RPMI-8226 95, MOLT-4 92, MDA-MB-231 116, MDA-MB-468 101, MDA-MB-435 102, K-562 90 and SR 88.
`CC(=O)OC1CCC2(C)C(CCC3C4CC(N5CC5)C(C(C)=O)C4(C)CC(=O)C32)C1` (stereo unspecified) gave CCRF-CEM 87, RPMI-8226 90, MOLT-4 83, MDA-MB-231 102, MDA-MB-468 111, MDA-MB-435 112, K-562 90 and SR 79.
`NNC(N)=S` gave CCRF-CEM 91, RPMI-8226 96, MOLT-4 96, MDA-MB-231 111, MDA-MB-468 90, MDA-MB-435 112, K-562 100 and SR 89.
Screening OCCSCSCCO returned CCRF-CEM 108, RPMI-8226 107, MOLT-4 105, MDA-MB-231 112, MDA-MB-468 104, MDA-MB-435 106, K-562 112 and SR 91.
`CCOP(=O)(OCC)OCc1ccc(C)c(C)c1` gave CCRF-CEM 106, RPMI-8226 106, MOLT-4 94, MDA-MB-231 98, MDA-MB-468 104, MDA-MB-435 102, K-562 100 and SR 104.
COc1ccc(Nc2nc(-c3ccccc3)c[se]2)cc1 was read as CCRF-CEM 99, RPMI-8226 80, MOLT-4 76, MDA-MB-231 59, MDA-MB-468 64, MDA-MB-435 102, K-562 84 and SR 83.
Screening CC(=O)Cc1ccccc1Cl returned CCRF-CEM 114, RPMI-8226 98, MOLT-4 92, MDA-MB-231 99, MDA-MB-468 85, MDA-MB-435 99, K-562 110 and SR 89.
`CCCCCCCCCCCCOC(N)=O` gave RPMI-8226 97, MOLT-4 92, MDA-MB-231 103, MDA-MB-468 98, MDA-MB-435 104, K-562 106 and SR 95.
For CO[C@H](/C(C)=C/C=C/C(C)=C/c1coc(C)n1)[C@H](C)[C@H]1C[C@@H](O)[C@@]2(C)O[C@H]2/C=C/[C@@H](C)[C@@H]2C[C@@H](CC(=O)O2)C[C@H]2O[C@@H]2C(=O)O1 the results were CCRF-CEM -3.9*, RPMI-8226 -15*, MOLT-4 9.7*, MDA-MB-231 26, MDA-MB-435 -59*, K-562 -32* and SR -4.1*.
`CCCNC(=O)C[C@@H](CCC(F)(F)F)C(=O)N[C@H]1N=C(c2ccccc2)c2ccccc2N(C)C1=O` gave CCRF-CEM 77, RPMI-8226 108, MOLT-4 90, MDA-MB-231 96, MDA-MB-468 85, MDA-MB-435 96, K-562 114 and SR 103.
`COc1ccc(/C=C\c2cc(OC)c(OC)c(OC)c2)c(NS(=O)(=O)c2ccc(F)cc2)c1O` gave CCRF-CEM 17, RPMI-8226 23, MOLT-4 20, MDA-MB-231 8.1*, MDA-MB-468 16, MDA-MB-435 -35*, K-562 18 and SR 19.
Screening C=CC1=C[C@@H]2[C@@H]3O[C@]4(CC[C@H](O4)[C@@H](C)C[C@@H](O)C3=O)C[C@H](O)C3=NCC[C@@]32CC1 returned CCRF-CEM 4.2*, RPMI-8226 -16*, MOLT-4 0.7*, MDA-MB-231 -29*, MDA-MB-468 -56*, MDA-MB-435 -93*, K-562 5.5* and SR 2.4*.
Screening C=C(C)C1(C)C(=O)NC(=O)NC1=O returned CCRF-CEM 100, RPMI-8226 94, MOLT-4 105, MDA-MB-231 113, MDA-MB-468 96, MDA-MB-435 99, K-562 110 and SR 100.
COc1ccc(-c2c[se]c(Nc3ccc(C)cc3)n2)cc1 was read as CCRF-CEM 74, RPMI-8226 70, MOLT-4 77, MDA-MB-231 89, MDA-MB-468 66, MDA-MB-435 97, K-562 84 and SR 85.
For COc1cc2c(cc1OC)[C@@H]1C(=O)c3ccc4c(c3O[C@@H]1CO2)C[C@H](C(C)C)O4 the results were CCRF-CEM 43, RPMI-8226 -9.8*, MOLT-4 37, MDA-MB-231 78, MDA-MB-435 51, K-562 20 and SR 9.4*.
`O=[N+]([O-])c1ccc(/C=C/C=C/c2ccc(Cl)cc2S(=O)(=O)F)c(Cl)c1` gave CCRF-CEM 93, RPMI-8226 99, MOLT-4 92, MDA-MB-231 113, MDA-MB-435 104, K-562 93 and SR 96.
For C[C@]12CCc3sc(NCc4ccccc4)nc3C1=CC[C@@H]1[C@@H]2CC[C@]2(C)C(=O)CC[C@@H]12 the results were CCRF-CEM 91, RPMI-8226 87, MOLT-4 92, MDA-MB-231 99, MDA-MB-468 93, MDA-MB-435 97, K-562 66 and SR 92.
CC(=O)O[C@@H]1[C@@H]2[C@H]([C@H](OC(C)=O)[C@H](OC(C)=O)/C(C)=C/C34OC3(CC(C)C4OC(=O)Cc3ccccc3)C(=O)[C@@H]1C)C2(C)C (stereo partly specified) was read as CCRF-CEM 92, RPMI-8226 89, MOLT-4 96, MDA-MB-231 92, MDA-MB-468 97, MDA-MB-435 100, K-562 93 and SR 67.
Screening C1CCC2CN(CCCN3CCOCC3)CC2C1 (stereo unspecified) returned CCRF-CEM 97, RPMI-8226 100, MOLT-4 103, MDA-MB-231 103, MDA-MB-468 102, MDA-MB-435 104, K-562 103 and SR 96.
Screening CC(=O)N1N=C(c2ccc(F)cc2)CC1c1sc(N(CCCl)CCCl)nc1Cl (stereo unspecified) returned CCRF-CEM 89, MOLT-4 73, MDA-MB-231 89, MDA-MB-468 91, MDA-MB-435 99, K-562 69 and SR 81.
Screening CN(C)C(=S)SSC(=S)N(C)C returned CCRF-CEM 91&68, RPMI-8226 70&86, MOLT-4 92, MDA-MB-231 99&112, MDA-MB-468 108&97, MDA-MB-435 97 and K-562 105.
For N#Cc1c(Cl)cccc1Cl the results were CCRF-CEM 96, RPMI-8226 99, MOLT-4 93, MDA-MB-231 114, MDA-MB-468 92, MDA-MB-435 98, K-562 115 and SR 99.
Screening CCOc1cc(CNC(C)C(O)c2ccccc2)cc(Cl)c1OCC (stereo unspecified) returned CCRF-CEM 97, RPMI-8226 89, MOLT-4 104, MDA-MB-231 108, MDA-MB-468 94, MDA-MB-435 106, K-562 102 and SR 103.
For N#Cc1nc(-c2ccc(Cl)cc2)oc1N1CCC(S(=O)(=O)F)CC1 the results were CCRF-CEM 96, RPMI-8226 96, MOLT-4 83, MDA-MB-231 96, MDA-MB-468 100, MDA-MB-435 86, K-562 102 and SR 77.
Screening O=[N+]([O-])c1ccc(Br)c([N+](=O)[O-])c1 returned CCRF-CEM 46, RPMI-8226 102, MOLT-4 68, MDA-MB-231 89, MDA-MB-468 34, MDA-MB-435 102, K-562 35 and SR 22.
O=c1[nH]c(N2CC3CC(C2)c2cccc(=O)n2C3)nc2sc(-c3ccccc3)cc12 (stereo unspecified) was read as CCRF-CEM 98, RPMI-8226 98, MOLT-4 97, MDA-MB-231 100, MDA-MB-468 108, MDA-MB-435 102, K-562 92 and SR 94.
O=C1C=CC(=O)O1 was read as CCRF-CEM 93&100, RPMI-8226 99&102, MOLT-4 99&101, MDA-MB-231 107&119, MDA-MB-468 103, MDA-MB-435 105&111, K-562 116&107 and SR 86&102.
O=CN1N=C(c2ccc3c(c2)OCO3)CC1c1sc(N(CCCl)CCCl)nc1Cl (stereo unspecified) was read as CCRF-CEM 92, MOLT-4 79, MDA-MB-231 90, MDA-MB-468 91, MDA-MB-435 98, K-562 85 and SR 88.
`COc1ccc(CC(C)NC(C)C)cc1OC` (stereo unspecified) gave CCRF-CEM 108, RPMI-8226 104, MOLT-4 88, MDA-MB-231 104, MDA-MB-468 116, MDA-MB-435 107, K-562 100 and SR 82.
`O=C(O)C(Br)C1CCCCC1` (stereo unspecified) gave CCRF-CEM 92, RPMI-8226 99, MOLT-4 104, MDA-MB-231 100, MDA-MB-468 104, MDA-MB-435 106, K-562 114 and SR 111.
For C[C@H](O)CCC(=O)c1ccoc1 the results were CCRF-CEM 98, RPMI-8226 98, MOLT-4 98, MDA-MB-231 108, MDA-MB-468 99, MDA-MB-435 112 and K-562 97.

Reprinted from the entries so far for reference:
CC(=O)O[C@@H]1[C@@H]2[C@H]([C@H](OC(C)=O)[C@H](OC(C)=O)/C(C)=C/C34OC3(CC(C)C4OC(=O)Cc3ccccc3)C(=O)[C@@H]1C)C2(C)C (stereo partly specified) was read as CCRF-CEM 92, RPMI-8226 89, MOLT-4 96, MDA-MB-231 92, MDA-MB-468 97, MDA-MB-435 100, K-562 93 and SR 67.
Screening C1CCC2CN(CCCN3CCOCC3)CC2C1 (stereo unspecified) returned CCRF-CEM 97, RPMI-8226 100, MOLT-4 103, MDA-MB-231 103, MDA-MB-468 102, MDA-MB-435 104, K-562 103 and SR 96.
Screening CC(=O)N1N=C(c2ccc(F)cc2)CC1c1sc(N(CCCl)CCCl)nc1Cl (stereo unspecified) returned CCRF-CEM 89, MOLT-4 73, MDA-MB-231 89, MDA-MB-468 91, MDA-MB-435 99, K-562 69 and SR 81.
Screening CN(C)C(=S)SSC(=S)N(C)C returned CCRF-CEM 91&68, RPMI-8226 70&86, MOLT-4 92, MDA-MB-231 99&112, MDA-MB-468 108&97, MDA-MB-435 97 and K-562 105.
For N#Cc1c(Cl)cccc1Cl the results were CCRF-CEM 96, RPMI-8226 99, MOLT-4 93, MDA-MB-231 114, MDA-MB-468 92, MDA-MB-435 98, K-562 115 and SR 99.
Screening CCOc1cc(CNC(C)C(O)c2ccccc2)cc(Cl)c1OCC (stereo unspecified) returned CCRF-CEM 97, RPMI-8226 89, MOLT-4 104, MDA-MB-231 108, MDA-MB-468 94, MDA-MB-435 106, K-562 102 and SR 103.
For N#Cc1nc(-c2ccc(Cl)cc2)oc1N1CCC(S(=O)(=O)F)CC1 the results were CCRF-CEM 96, RPMI-8226 96, MOLT-4 83, MDA-MB-231 96, MDA-MB-468 100, MDA-MB-435 86, K-562 102 and SR 77.
Screening O=[N+]([O-])c1ccc(Br)c([N+](=O)[O-])c1 returned CCRF-CEM 46, RPMI-8226 102, MOLT-4 68, MDA-MB-231 89, MDA-MB-468 34, MDA-MB-435 102, K-562 35 and SR 22.
O=c1[nH]c(N2CC3CC(C2)c2cccc(=O)n2C3)nc2sc(-c3ccccc3)cc12 (stereo unspecified) was read as CCRF-CEM 98, RPMI-8226 98, MOLT-4 97, MDA-MB-231 100, MDA-MB-468 108, MDA-MB-435 102, K-562 92 and SR 94.
O=C1C=CC(=O)O1 was read as CCRF-CEM 93&100, RPMI-8226 99&102, MOLT-4 99&101, MDA-MB-231 107&119, MDA-MB-468 103, MDA-MB-435 105&111, K-562 116&107 and SR 86&102.

The list is partial, so the mix of outcomes need not match the whole.
